Compound activity deposited in PubChem by National Center for Advancing Translational Sciences (NCATS).
USP1 inh = blocks the human USP1/UAF1 deubiquitinase complex; O94782; recombinant USP1/UAF1, Ub-Rhodamine cleavage fluorescence; Potency, µM (doses to about 57.1 µM), for inactives: at the top dose activity change, negative = inhibition, usual class: inhibitors; 390,000 tested, 0.23% active; AID 743255; note: potency is the fitted concentration of half-maximal effect; % is set by controls: 0 for no effect and ±100 for the full control effect; nearly all actives have a fitted effect of over 60% in size; inactives centre near -12
Target sequence (O94782 whole entry, looked up): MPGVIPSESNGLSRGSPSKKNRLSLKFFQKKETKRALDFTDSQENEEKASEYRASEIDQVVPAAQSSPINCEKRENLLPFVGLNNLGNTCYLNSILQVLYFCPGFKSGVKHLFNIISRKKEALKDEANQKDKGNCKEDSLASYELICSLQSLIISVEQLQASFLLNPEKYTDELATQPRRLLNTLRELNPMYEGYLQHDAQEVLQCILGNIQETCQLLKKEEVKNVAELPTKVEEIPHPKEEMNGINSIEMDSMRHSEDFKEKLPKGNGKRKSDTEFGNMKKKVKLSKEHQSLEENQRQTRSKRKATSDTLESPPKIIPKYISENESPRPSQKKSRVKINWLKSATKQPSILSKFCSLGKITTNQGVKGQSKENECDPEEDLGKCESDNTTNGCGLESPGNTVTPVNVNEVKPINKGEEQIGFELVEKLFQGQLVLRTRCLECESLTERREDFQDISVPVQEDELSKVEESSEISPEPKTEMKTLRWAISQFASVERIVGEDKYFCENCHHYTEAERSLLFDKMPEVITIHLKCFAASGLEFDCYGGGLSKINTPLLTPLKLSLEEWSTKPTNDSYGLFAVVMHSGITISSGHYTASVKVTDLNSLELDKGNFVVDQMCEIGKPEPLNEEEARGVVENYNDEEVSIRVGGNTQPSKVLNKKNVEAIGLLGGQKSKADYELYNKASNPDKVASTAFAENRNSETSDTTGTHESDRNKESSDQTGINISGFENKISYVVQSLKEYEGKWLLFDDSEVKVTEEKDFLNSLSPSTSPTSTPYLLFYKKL
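1 nM enzyme complex + cpd, 15 min RT; start with Ub-Rho 150nM final; kinetic fluorescence ex 480/em 540, 6 reads q60 s. Buffer 50mM HEPES pH 7.8, 0.5mM EDTA, 0.1 mg/ml BSA, 1mM TCEP, 0.01% Tween-20.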
Vif-APOBEC3G blk = blocks the Vif interaction with human APOBEC3G | Potency, µM (top dose mostly 46.1 µM), for the others: top-dose activity, negative = active, hits mostly inhibitors | AID 602310 | HeLa A3G-eYFP + Vif (tagged APOBEC3G with the HIV-1 protein that degrades it), YFP fluorescence, overnight | Q9HC16 | 410,000 tested, 0.076% active;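 note: potency is the fitted concentration of half-maximal effect; % is set by controls: 0 for no effect and ±100 for the full control effect; nearly all actives have a fitted effect of over 60% in size; hits raise eYFP signal because A3G escapes Vif-driven loss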
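HeLa cells stably expressing Vif and C-terminally eYFP-tagged A3G, seeded overnight at 37 deg C, then exposed to compound by pintool overnight at 37 deg C. Rise in yellow fluorescence (Ex 488/Em 500-530, Acumen) marks blocked Vif-driven A3G degradation.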
Vif-APOBEC3F blk = blocks the Vif interaction with APOBEC3F; HeLa A3F-eYFP + Vif (tagged APOBEC3F with the HIV-1 protein that degrades it), YFP fluorescence increase; Potency, µM (top dose mostly 46.1 µM), for inactives: top-dose activity, negative = active; 390,000 tested, 0.2% active; AID 602313; note: potency is the fitted concentration of half-maximal effect; % of control where 0% means no effect; nearly all actives have a fitted effect of over 65% in size
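HeLa cells stably expressing Vif plus C-terminally eYFP-tagged A3F were seeded, incubated overnight at 37 deg C, dosed with compound, incubated overnight again at 37 deg C. Yellow fluorescence (Ex 488/Em 500-530) reported blocked Vif-mediated A3F-eYFP degradation.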
Glioma ERSR ind = inducers of ER stress response in human glioma cells; U87-MG GRP78 promoter luciferase reporter, 16 h; Potency, µM, without a hit: at the top dose activation, actives largely listed as activators; 420,000 tested, 0.02% active; AID 602332; note: potency is the fitted concentration of half-maximal effect; series mostly up to about 76 µM; % of control where 0% means no effect; nearly all actives have a fitted effect of over 35% in size
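Stably transfected U87-MG glioma cells carrying a GRP78-based luciferase sensor; 16 h compound incubation. Luminescence end-point read 10 min after Bright-Glo addition at room temperature.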
rTrxR1 inhibitor = rat TrxR1 inhibition | O89049 | 390,000 tested, 1% active | recombinant rTrxR1, NADPH fluorescence consumption, selenite substrate | Potency, µM (top dose mostly 114 µM), for the others: top-dose activity change, negative = inhibition, most hits filed as inhibitors; note: potency is the fitted concentration of half-maximal effect; % is set by controls: 0 for no effect and ±100 for the full control effect; nearly all actives have a fitted effect of over 65% in size
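Rat TrxR1 (90 nM in the dispensed reagent) was pre-reduced with 400 uM NADPH for 5 min at room temperature, then incubated with compound for 15 min. After 400 uM selenite was added, NADPH fluorescence (Ex 340/Em 450 nm) was followed for 8 min.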
RGS4 inhibitor = human RGS4 inhibition. P49798. Transcreener GDP fluorescence polarization, RGS4-accelerated GTP hydrolysis. Potency, µM (doses to about 114 µM), inactives show at the highest dose activity change, negative = inhibition, hits mostly inhibitors. 390,000 tested, 0.039% active. AID 504845; note: potency is the fitted concentration of half-maximal effect; % is set by controls: 0 for no effect and ±100 for the full control effect; nearly all actives have a fitted effect of over 75% in size; some results filed as inactive show a strong effect at the top dose
Target sequence (P49798 whole entry, looked up): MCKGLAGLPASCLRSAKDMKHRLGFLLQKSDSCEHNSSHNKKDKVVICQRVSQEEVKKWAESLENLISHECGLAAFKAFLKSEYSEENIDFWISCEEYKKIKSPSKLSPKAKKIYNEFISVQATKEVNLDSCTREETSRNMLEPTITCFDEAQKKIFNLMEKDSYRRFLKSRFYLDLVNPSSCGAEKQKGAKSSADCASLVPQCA
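MLSMR compounds (23 nl, pin-transferred) preincubated 10 min at room temperature with a 500nM (2x) first reagent, then RGS4 at 900nM (2x) plus Transcreener GDP mix added; fluorescence polarization (620/688 nm) read before and after 90 min at 30 °C.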
IDH1 R132H inh = inhibitors of human mutant IDH1 R132H | O75874 | IDH1-R132H enzyme, NADPH consumption, diaphorase/resazurin fluorescence | Potency, µM (series often up to 76.6 µM), for inactives: at the top dose activity change, negative = inhibition, usual class: inhibitors | 390,000 tested, 0.093% active | AID 602179; note: potency is the fitted concentration of half-maximal effect; % is set by controls: 0 for no effect and ±100 for the full control effect; nearly all actives have a fitted effect of over 65% in size
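IDH1-R132H (0.5 ug/mL dispensed) in pH 7.5 Tris buffer was preincubated 30 min with compound, then given a substrate mix of 0.016 mM NADPH and 2 mM alpha-KG for 80 min at room temperature; remaining NADPH was read by diaphorase/resazurin fluorescence.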
TrxR1 substrate = substrates of rat thioredoxin reductase 1; O89049; purified TrxR1 substrate turnover, NADPH consumption readout; Potency, µM (doses to about 114 µM), for inactives: top-dose activity change, negative = substrate turnover; 390,000 tested, 0.01% active; note: potency is the fitted concentration of half-maximal effect; % is set by controls: 0 for no effect and ±100 for the full control effect; nearly all actives have a fitted effect of over 50% in size
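Rat TrxR1, dispensed at 90 nM, was prereduced with 400 uM NADPH (final) for 5 min at ~22 deg C, then incubated with compound 15 min before 400 uM selenite. A first-read NADPH fluorescence drop versus no-compound background flagged substrates.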
LDHA inh = inhibitors of human lactate dehydrogenase A; purified LDHA, NADH/diaphorase-resazurin fluorescence; active compounds read low; activity change, % (values are at about 110 or 230 µM); 480,000 tested, 0.15% active; AID 1347041; in the data active = activity change below about -30%; inconclusive = mostly about -25% to -30%;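 note: plate controls were DMSO wells for no effect and wells without enzyme for full effect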
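Resorufin fluorescence (ex540/em590), read at 0 and 20 min after diaphorase/resazurin addition, reports the NADH left after a 5 min room-temperature reaction of 2 nM human LDH5 with 0.06 mM NADH and 0.2 mM pyruvate.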
* marks the source's active call; other numbers are inactive results; ? = inconclusive; . = not tested or not shown; & = joins results of further samples; [ ] = dose if it differs, or a comment. Unless noted, calls come from the whole dose curve; as a rule, active = well fitted curve in the direction sought with a large enough effect; inconclusive = small, poorly fitted or top-dose-only effect, or another doubt; inactive = no such curve, though single readings can be large; an effect the other way counts as inactive or inconclusive. Some of the compounds tested. The share of hits here may be higher or lower than overall.

SMILES	USP1 inh	Vif-APOBEC3G blk	Vif-APOBEC3F blk	Glioma ERSR ind	rTrxR1 inhibitor	RGS4 inhibitor	IDH1 R132H inh	TrxR1 substrate	LDHA inh
COc1ccc(CCNC(=O)C(=O)NCc2ccc(C)cc2)cc1OC	-9%	-4%	-12%	-1%	8%	3%	1%	4%	-11
COc1cccc(CNC(=O)Cn2nc([N+](=O)[O-])c(Br)c2C)c1	-20%	-9%	4%	-6%	-25%	-5%	0%	-13%	-5
CCN(C(=O)CN1CCN(c2cccc(Cl)c2)CC1)c1c(N)n(Cc2ccccc2)c(=O)[nH]c1=O	-12%	-2%	-2%	-2%	8%[57.1 µM]	-18%	22%	9%[57.1 µM]	-7
Cc1ccc2c(c1)/C(=N/OC(=O)c1ccc(F)cc1)CCS2	-20%	-8%	1%	-3%	-7%[57.1 µM]	19%	1%	7%[57.1 µM]	-1
COc1ccc(OCC(=O)N/N=C/C2CC=CCC2)cc1 (stereo not drawn)	2%	0%	4%	0%	10%	29%	10%	-4%	-6
COc1ccc(Cl)cc1NC(=O)CSc1nc(-c2ccco2)cc(C(F)(F)F)n1	-7%	-23%	2%	2%	17%	-21%	4%	4%	-14
CN(C)S(=O)(=O)c1cccc(NC(=O)c2cncc(Br)c2)c1	-10%	1%	1%	-1%	11%	-17%	-4%	-3%	-17
COc1cccc(NC(=O)CN2CCN(c3ccc(F)cc3)CC2)c1	-20%	-1%	-1%	0%	16%[57.1 µM]	-11%	1%	8%[57.1 µM]	4
COCCN1C2=C(C(=O)CC(C)(C)C2)C(c2ccc(O)c(OC)c2)C2=C1CC(C)(C)CC2=O	-21%	-1%	-1%	-2%	11%	-1%	10%	1%	1
CC1CCCCC12NC(=O)N(CC(=O)NCc1ccccc1)C2=O (stereo not drawn)	2%	1%	5%	-5%	6%[57.1 µM]	31%	-2%	6%[57.1 µM]	-11
COc1ccc(S(=O)(=O)N(C)C)cc1NCC(=O)Nc1ccc(Br)c(C)c1	-18%	-6%	-7%	-1%	25%[57.1 µM]	-17%	1%	0%[57.1 µM]	3
Cc1ccc(-c2c(C(=O)N/N=C/c3ccc4c(c3)OCO4)nnn2-c2nonc2N)cc1	-23%	1%	1%	-3%	66%[activator]	6%	-8%	34%	1
COC(c1ccccc1)c1nnc(CCC(=O)NCCc2ccc(Cl)cc2)o1 (stereo not drawn)	-6%	5%	3%	-1%	2%	-8%	-1%	-2%	-4
Cc1ccccc1Cn1nc(C)c(NC(=O)C(F)(F)F)c1C	-19%	1%	-12%	-4%	-5%	13%	1%	-9%	-1
CC(C)Cc1nn2c(=O)cc(COC(=O)c3cccc(NC(=O)c4ccccc4)c3)nc2s1	1%	3%	-8%	0%	1%[57.1 µM]	4%	-11%	-4%[57.1 µM]	-5
COC(=O)NC(NC(=S)Nc1cccc(C)c1)C(Cl)(Cl)Cl (stereo not drawn)	2%	-1%	12%	0%	17%[57.1 µM]	-27%	2%	-6%[57.1 µM]	-5
CCOC(=O)c1ccccc1N/C=C/C(=O)c1ccccc1	?	-5%	2%	-2%	-4%	-6%	4%	-6%	-4
CSCCC(NC(=O)c1ccccc1)C(=O)NCc1ccc(S(N)(=O)=O)cc1 (stereo not drawn)	-6%	4%	0%	-4%	16%	13%	-1%	6%	-5
CCCCCCNC(=O)O[C@H]1Cn2c(=O)ccc(=O)n2[C@@H]2CN(S(=O)(=O)c3ccc(C)cc3)C[C@]12O	-5%	-19%	0%	-13%	.	.	7%	.	-6
CCN(CC)CCN1c2ccccc2Sc2ccccc21	-19%	2%	1%	-4%	-7%	17%	-3%	-6%	-20
COc1cccc2c(=O)n(CC(=O)N3CCCCC3)ccc12	-12%	6%	-10%	0%	21%[57.1 µM]	-9%	-6%	5%[57.1 µM]	-6
COc1cc(/C=N/NC(=O)c2cc(-c3ccccc3)nc3ccccc23)ccc1O	-27%	-17%	-12%	2%	-16%	-20%	10%	-14%	2
CN1C(=O)c2ccc(NC(=O)c3cccc4ccccc34)cc2C1=O	-15%	-1%	0%	-1%	9%	-5%[56.9 µM]	-2%	26%	-8
COc1ccccc1C(=O)NCCC(=O)NC1=NCCS1	-17%	-1%	1%	-1%	15%	-14%	-1%	-2%	-2
CN(C)S(=O)(=O)c1ccc(C(=O)NCC(C)(C)N2CCOCC2)cc1	-24%	1%	4%	-2%	22%	7%	-2%	6%	-1

Further compounds follow.
SMILES	USP1 inh	Vif-APOBEC3G blk	Vif-APOBEC3F blk	Glioma ERSR ind	rTrxR1 inhibitor	RGS4 inhibitor	IDH1 R132H inh	TrxR1 substrate	LDHA inh
O=C1Nc2ccccc2C1=Nc1ccc(-c2nnc3n2CCCCC3)cc1	?	0%&-3%	10%&1%	-2%&-3%	2%	10%&9%	-12%&2%	-2%	1&7
Cc1ccc2nc(NNC(=O)c3ccc4c(c3)OCCO4)sc2c1	-12%	1%	1%	1%	11%	3%	12%	3%	1
COc1ccc(/C=N/Nc2nc(C(=O)O)cs2)cc1	-24%	0%	1%	-13%	-15%	?	0%	-10%	1
CC(C)N1CC(C(=O)Nc2ccccc2)CC1=O (stereo not drawn)	8%	2%	-11%	-2%	20%[57.1 µM]	-21%	0%	12%[57.1 µM]	-7
COC(=O)CNc1nc(Cl)nc(Nc2ccc(Cl)cc2)n1	-14%	3%	9%	7%	32%	?	9%	6%[57.1 µM]	-14
COCCCNc1nc(CC(C)C)nc2c1nnn2Cc1ccccc1	-9%	7%	-28%	-5%	18%[2.29 µM]	-11%	5%	2%	-2
COc1cccc(NC(=O)NC2CCN(Cc3nnnn3Cc3ccc4c(c3)OCO4)CC2)c1	-27%	3%	-17%	-3%	-2%	10%	-2%	-4%	-2
COc1ccc2cc(C[C@@H]3CC[C@@H](CNC(N)=O)O3)ccc2c1	-5%	-5%	7%	3%	22%	18%	1%	4%	-3
CN(C)CCCN(C(=O)COc1ccc(Cl)cc1)c1nc2c(F)cccc2s1	-26%	2%	-1%	-6%	9%	6%[11.4 µM]	1%	9%	-1&-8
CC(=O)c1cccc(N2C(=O)Nc3ccccc3N2O)c1	-18%	-2%	9%	-4%	20%	-16%	6%	8%	-3
CCOC(=O)c1ccc(NC(=S)NCc2ccc(S(N)(=O)=O)cc2)cc1	-10%	-8%	0%	?	-11%	-16%	4%	2%	-6
N#C/C(=C/c1ccc(Br)s1)C(=O)NCCc1c[nH]c2ccccc12	-19%	?	-2%	-4%	-20%	-17%	-2%	-13%	-7
O=C(c1cccs1)N1CCN(Cc2nc3ccccc3c(=O)[nH]2)CC1	0%	0%	.	-2%	?	10%	-1%	-3%	-1
NC(Cc1ccc2nsnc2c1)C(=O)O (stereo not drawn)	-3%	2%	-11%	-3%	-1%	-6%	7%	4%	3
COc1ccc(-c2csc3ncnc(N4CCN(S(=O)(=O)c5ccc(C(C)=O)cc5)CC4)c23)cc1	2%	-4%	4%	-2%	5%	-32%	-2%	1%	-7
O=C(NC1CCCCC1)C1CCCN1S(=O)(=O)c1ccc(Cl)cc1 (stereo not drawn)	-22%	0%	-19%	0%	12%[57.1 µM]	8%	-2%	7%[57.1 µM]	-3
CC(C)(C)c1ccc(NC(=O)C2CCCN(c3cnccn3)C2)cc1 (stereo not drawn)	?	0%&3%	4%&1%	4%&2%	0%&23%	-16%&-6%	20%&28%	4%&0%	0&6
O=C(CN1C(=O)S/C(=C/c2ccncc2)C1=O)Nc1ccccc1	-16%	-5%	4%	-3%	-11%	5%	-2%	-10%	5
Cc1cc(NCCCN2CCOCC2)n2ncc(-c3ccc(Cl)cc3)c2n1	-19%	3%	2%	5%	-2%	13%	11%	61%[activator]	-10
Cc1cccc(OCC(=O)Nc2ccc(C(=O)Nc3ccccc3C(=O)O)cc2)c1C	-21%	-11%	4%	0%	13%	25%	-8%	-5%	-7
O=C(CCS(=O)(=O)c1cc2c(cc1Cl)NC(=O)CO2)NCc1ccccc1Cl	-25%	-1%	7%	-4%	42%[activator]	-18%	6%	5%[11.4 µM]	0
O=C(NCc1ccccc1Cl)C1CCC(CNc2nc(=S)[nH]c3ccccc23)CC1 (stereo not drawn)	-4%	-4%	9%	-2%	26%[57.1 µM]	-3%	3%	12%[57.1 µM]	2
O=C(CSC(=S)N1CCOCC1)Nc1ccc(S(=O)(=O)Nc2ncccn2)cc1	-9%	2%	0%	-9%	23%	23%[11.4 µM]	13%	6%	-6
Cc1cc(N2CCC(C)CC2)nc2ccc(NC(=O)CCC(=O)N3CCN(c4cccc(C(F)(F)F)c4)CC3)cc12	-22%	2%	-2%	-1%	27%	10%	1%	36%[activator]	5
C/C(=N/NC(=O)CN(c1ccccc1)S(=O)(=O)c1ccccc1)c1ccccc1O	-12%	-10%	-5%	-2%	20%	6%	-5%	-4%	0
